# Screening results deposited in PubChem by National Center for Advancing Translational Sciences (NCATS).
# POLH inh: qHTS for Inhibitors of Polymerase Eta | recombinant Pol eta, fluorescent DNA replication assay | Potency, µM (titrated, usually from 114 µM), for inactives: top-dose activity change, negative = inhibition, actives largely listed as inhibitors | actives 1.2% (n = 390,000) | AID 588591, 2011; further: potency means the concentration at half of the fitted maximal effect; on the % scale 0 is the no-effect control and ±100 the full control effect
# Target sequence (Q9Y253 whole entry, looked up): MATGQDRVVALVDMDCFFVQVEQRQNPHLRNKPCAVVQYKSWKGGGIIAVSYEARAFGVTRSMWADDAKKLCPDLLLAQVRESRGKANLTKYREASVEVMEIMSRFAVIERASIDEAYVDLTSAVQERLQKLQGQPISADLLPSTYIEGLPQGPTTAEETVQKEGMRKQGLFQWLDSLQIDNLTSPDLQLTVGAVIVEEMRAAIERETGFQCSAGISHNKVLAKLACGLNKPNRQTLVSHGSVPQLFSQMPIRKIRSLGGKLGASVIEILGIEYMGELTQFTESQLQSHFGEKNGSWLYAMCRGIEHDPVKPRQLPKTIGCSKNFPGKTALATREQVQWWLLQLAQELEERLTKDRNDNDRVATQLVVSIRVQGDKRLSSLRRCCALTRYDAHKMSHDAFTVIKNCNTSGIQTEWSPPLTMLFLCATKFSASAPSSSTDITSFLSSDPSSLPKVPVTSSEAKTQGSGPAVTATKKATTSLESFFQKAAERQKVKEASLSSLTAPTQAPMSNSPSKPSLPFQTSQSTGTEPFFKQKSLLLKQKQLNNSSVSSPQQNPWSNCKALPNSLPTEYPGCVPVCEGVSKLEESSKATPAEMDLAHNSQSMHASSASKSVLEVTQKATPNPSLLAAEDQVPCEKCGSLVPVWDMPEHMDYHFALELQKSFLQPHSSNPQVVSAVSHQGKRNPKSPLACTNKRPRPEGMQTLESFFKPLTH
#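 Fluorescent replication assay: 50 nM final substrate added after a 15 min room-temperature compound preincubation with 10 nM enzyme. Signal taken at 0 min and again at 10 min.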
# RGS4 inh: Inhibitors of Regulator of G Protein Signaling (RGS) 4: qHTS. AID 504845, 2011. Transcreener GDP fluorescence polarization, RGS4-accelerated GTP hydrolysis. actives 0.039% (n = 390,000). Potency, µM (series often up to 114 µM), for the others: at the highest dose activity change, negative = inhibition, usual class: inhibitors; further: potency means the concentration at half of the fitted maximal effect; on the % scale 0 is the no-effect control and ±100 the full control effect; nearly all actives have a fitted effect of over 75% in size; some results filed as inactive show a strong effect at the top dose
#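 MLSMR compounds (23 nl, pin-transferred) preincubated 10 min at room temperature with a 500nM (2x) first reagent, then RGS4 at 900nM (2x) plus Transcreener GDP mix added; fluorescence polarization (620/688 nm) read before and after 90 min at 30 °C.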
# 12-LOX inh: Primary qHTS assay for inhibitors of human arachidonate 12S-lipoxygenase (ALOX12): Round 2; Polyunsaturated fatty acid lipoxygenase ALOX12 (Homo sapiens), P18054; purified 12hLO, xylenol orange hydroperoxide absorbance; Potency, µM (series often up to 108 µM), inactives show top-dose activity change, negative = inhibition, usual class: inhibitors; actives 1.1% (n = 580,000); AID 1671190, 2021; further: potency means the concentration at half of the fitted maximal effect; on the % scale 0 is the no-effect control and ±100 the full control effect
#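 Hydroperoxide product was detected by ferrous iron/xylenol orange as the 573 to 405 nm absorbance ratio. Arachidonic acid at 40 uM (final) was turned over for 30 min at room temperature by 150 nM human 12hLO, pH 7.0 Hepes buffer, after 15 min compound preincubation.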
# Apoferritin bind: qHTS Assay for Identification of Novel General Anesthetics; apoferritin/1-aminoanthracene competitive binding, fluorescence; Ferritin light chain (Equus caballus), P02791; actives 0.074% (n = 350,000); Potency, µM (top dose mostly 77.5 µM), for the others: at the highest dose activity change, negative = displacement, most hits filed as inhibitors; AID 485281, 2010; further: potency means the concentration at half of the fitted maximal effect; on the % scale 0 is the no-effect control and ±100 the full control effect; nearly all actives have a fitted effect of over 20% in size
#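 Concentration-response curves derived by four-parameter Hill fitting of normalized fluorescence, where compounds displaced 1-AMA from 10 uM horse apoferritin following a brief 10 min room-temperature incubation; propofol titration acted as positive control.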
# POLK inh: qHTS for Inhibitors of Polymerase Kappa; DNA polymerase kappa (Homo sapiens), Q9UBT6; purified Pol kappa, fluorescent DNA synthesis assay, 10 min; Potency, µM (top dose mostly 107 µM), for the others: top-dose activity, negative = inhibition, actives largely listed as inhibitors; actives 0.53% (n = 400,000); AID 588579, 2011; further: potency means the concentration at half of the fitted maximal effect; on the % scale 0 is the no-effect control and ±100 the full control effect
#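 Here, compound and 10 nM enzyme are combined for 15 min at room temperature; adding 50 nM substrate (final) starts DNA synthesis, tracked by fluorescence at 0 and 10 min against buffer-only wells.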
# LDHA block: qHTS assay for inhibitors of human lactate dehydrogenase. purified LDHA, NADH/diaphorase-resazurin fluorescence; hits give low values. activity change, % (values are at about 110 or 230 µM). AID 1347041, 2019. L-lactate dehydrogenase A chain (Homo sapiens), P00338. actives 0.15% (n = 480,000); in the data active means activity change below about -30%; inconclusive means mostly about -25% to -30%;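 further: plate controls were DMSO wells for no effect and wells without enzyme for full effect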
#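 Resorufin fluorescence (ex540/em590), read at 0 and 20 min after diaphorase/resazurin addition, reports the NADH left after a 5 min room-temperature reaction of 2 nM human LDH5 with 0.06 mM NADH and 0.2 mM pyruvate.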
# APEX1 inh: qHTS Assay for Inhibitors of the Human Apurinic/apyrimidinic Endonuclease 1 (APE1). DNA repair nuclease/redox regulator APEX1 (Homo sapiens), P27695. recombinant APE1, TAMRA/BHQ-2 abasic DNA cleavage fluorescence. Potency, µM (titrated, usually from 65.8 µM), for inactives: top-dose activity change, negative = inhibition, most hits filed as inhibitors. actives 0.35% (n = 350,000). AID 2517, 2012;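 further: potency means the concentration at half of the fitted maximal effect; plate controls were vehicle for no effect and reference inhibitor for full effect; nearly all actives have a fitted effect of over 55% in size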
# Target sequence (P27695 whole entry, looked up): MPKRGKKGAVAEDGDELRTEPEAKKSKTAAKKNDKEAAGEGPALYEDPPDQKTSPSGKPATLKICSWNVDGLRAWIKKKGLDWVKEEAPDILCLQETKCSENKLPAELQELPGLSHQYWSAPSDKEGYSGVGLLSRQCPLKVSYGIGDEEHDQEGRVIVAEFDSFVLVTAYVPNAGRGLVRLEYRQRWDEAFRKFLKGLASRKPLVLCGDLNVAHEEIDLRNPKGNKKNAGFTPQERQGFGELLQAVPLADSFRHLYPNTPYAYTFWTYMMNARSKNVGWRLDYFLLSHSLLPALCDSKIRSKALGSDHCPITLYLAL
#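 Enzyme (0.75 nM final) and test compound are incubated 15 min at room temperature before adding 50 nM quenched THF abasic-site duplex. Cleavage dequenches TAMRA, followed at 525/598 nm over three reads one minute apart.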
# Pol beta inh: qHTS Assay for Inhibitors of DNA Polymerase Beta; P06746; Potency, µM (top dose mostly 114 µM), inactives show top-dose activity change, negative = inhibition, hits mostly inhibitors; actives 1.3% (n = 340,000); Pol beta primer extension/strand displacement, fluorescence kinetic; AID 485314, 2010; further: potency means the concentration at half of the fitted maximal effect; on the % scale 0 is the no-effect control and ±100 the full control effect
#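 Kinetic readout of DNA synthesis with strand displacement by Pol beta. Compound and 10 nM enzyme sit 15 min at room temperature; 50 nM substrate starts the reaction, read immediately and at 10 min.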
# ERG Ets-DNA blk: qHTS for Small Molecule Inhibitors of the ERG Ets/DNA interaction; Potency, µM (highest dose often 76.9 µM), without a hit: at the top dose FP activity, negative = inhibition, most hits filed as inhibitors; actives 0.028% (n = 370,000); fluorescence polarization, His-ERG Ets domain / labelled DNA; AID 624246, 2012; active means well fitted inhibition curve with a large enough effect in the polarisation, with a control signal flat; inconclusive means small, poorly fitted or top-dose-only effect, or effect the other way, or a change in a side signal; inactive means no such curve, though single readings can be large or run the other way; the % refers to the polarisation;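 further: polarization taken with two DNA probes labelled with fluorescein and Texas red; potency means the concentration at half of the fitted maximal effect; % of control where 0% means no effect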
#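 His-tagged ERG Ets domain (1 uM in the protein solution; 300mM KCl, 50mM Tris-HCl, 1mM EDTA, 1mM DTT, pH 7.5) received compound, then a probe mix of 5 nM fluorescein-DNA and 100nM Texas-615-DNA. Fluorescence polarization was read for both dyes.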
# * hit, by the source's call; u = inconclusive; x = not tested or not shown; & = joins results of further samples; ! = not active in a repeat; [ ] = another dose, or the depositor's remark. Unless noted, the call rests on the fitted dose curve; in most records, active means well fitted curve in the direction sought with a large enough effect; inconclusive means small, poorly fitted or top-dose-only effect, or another doubt; inactive means no such curve, though single readings can be large; an effect the other way counts as inactive or inconclusive. A portion of the library. The share of hits here may be higher or lower than overall.
SMILES,POLH inh,RGS4 inh,12-LOX inh,Apoferritin bind,POLK inh,LDHA block,APEX1 inh,Pol beta inh,ERG Ets-DNA blk
CCCN1C(=O)/C(=C\C=C2/C=CN(CC)c3ccccc32)SC1=S,-22%,-12%,u,0%,-4%,33,2%,31%,31%[activator]
O=C(Nc1cccc(Cl)c1)Nc1ccccc1NS(=O)(=O)c1cccs1,-16%,-13%,-26%,3%,-1%,14,7%,21%,21%
O=c1c(-c2nc3ccccc3s2)cccn1Cc1ccccc1,-11%,-42%,-20%,132%[activator],0%,2,-2%,6%,-2%
CNC(=O)/C(C#N)=C/c1cc(C)n(-c2ccc(N3CCOCC3)cc2)c1C,0%,-5%,13%,7%,-10%,-12,-3%,-29%,-5%
COc1ccc(-n2nnc3c(SCC(=O)c4ccccc4)ncnc32)cc1,-18%,-23%,0%,-23%,-3%,-3,1%,24%,11%
O=C(/C=C/c1ccc(F)cc1)NC(=S)N1CCN(Cc2ccccc2)CC1,-14%,-22%,252%[activator],-8%,-4%,1,-2%,-12%,5%
C/C(=N/NC(=O)c1cccs1)c1ccco1,-12%,-1%,22%,-16%,-4%,-8,-1%,43%,-6%
N#Cc1nc(COc2ccccc2)oc1N1CCCC1,-7%,13%,27%,-16%,-22%,-8,u,20%,-7%
COc1cc(OC)cc(C(=O)N[C@H](C(=O)OCC(=O)N2CCc3ccccc32)C(C)C)c1,-23%,-16%,-1%,-2%,12%,-4,-4%,31%,7%
COCCn1cc(C(=O)c2ccccc2OCC(=O)Nc2cc(C)on2)cc(C#N)c1=O,-13%,9%,0%,-6%,-1%,3,3%,2%,-2%
CCOC(=O)C(Cc1ccccc1)NC(=O)CCC(=O)c1ccc(OC)cc1 (centres undefined),-2%,18%,123%[activator],-15%,-16%,-7,25%,4%,1%
CCC(=O)NC1(C(F)(F)F)C(=O)Nc2c1c(=O)n(C)c(=O)n2C (centres undefined),-13%,9%,0%,-7%,-1%,-1,-1%,1%,0%
COc1ccc(C2=CN(Cc3ccccc3)CCC2=O)cc1,-11%,-18%,u,x,24%,1,13%,x,6%
CC(C)(C)OC(=O)N1CCC(c2c(C(=O)NCCc3ccccc3)cnn2-c2ccc(F)cc2F)CC1,-5%,-2%,0%,-21%,-7%,1,x,5%,2%
Cc1ccc2[nH]c(=O)c(-c3noc(CC(C)C)n3)cc2c1,-5%,-16%,-1%,0%,0%,-3,15%,41%,-5%
CC(C)NC(=S)n1cc(C(=O)c2cc(Cl)cc(Cl)c2O)cn1,-7%,-12%,u,-15%,-17%,9,-10%,u,2%
CNCc1ccc(OCc2ccccc2)c(OC)c1,4%,-4%[56.9 µM],0%,-7%,-14%,-9,-2%,-1%,1%
Cc1ccc(NC(=O)CCC(=O)NNC(=O)COc2cccc3ccccc23)c(C)c1,0%,-26%,19%,-9%,-4%[60.1 µM],4,0%,u,x
Cc1nnc(NNS(=O)(=O)c2ccc(Cl)cc2)[nH]c1=O,6%,37%,u,4%,-6%,6,-1%,u,-5%
COc1ccc(OC)c(S(=O)(=O)Nc2c(C)cccc2C)c1,0%,8%,7%,-10%,-6%,-4,1%,-2%,6%

# Five entries from above, with values under each structure:
# The line under a structure holds: POLH inh	RGS4 inh	12-LOX inh	Apoferritin bind	POLK inh	LDHA block	APEX1 inh	Pol beta inh	ERG Ets-DNA blk
> CCCN1C(=O)/C(=C\C=C2/C=CN(CC)c3ccccc32)SC1=S
→ -22%	-12%	u	0%	-4%	33	2%	31%	31%[activator]
> CC(C)NC(=S)n1cc(C(=O)c2cc(Cl)cc(Cl)c2O)cn1
→ -7%	-12%	u	-15%	-17%	9	-10%	u	2%
> O=C(/C=C/c1ccc(F)cc1)NC(=S)N1CCN(Cc2ccccc2)CC1
→ -14%	-22%	252%[activator]	-8%	-4%	1	-2%	-12%	5%
> COCCn1cc(C(=O)c2ccccc2OCC(=O)Nc2cc(C)on2)cc(C#N)c1=O
→ -13%	9%	0%	-6%	-1%	3	3%	2%	-2%
> Cc1ccc2[nH]c(=O)c(-c3noc(CC(C)C)n3)cc2c1
→ -5%	-16%	-1%	0%	0%	-3	15%	41%	-5%

# Other results.
SMILES,POLH inh,RGS4 inh,12-LOX inh,Apoferritin bind,POLK inh,LDHA block,APEX1 inh,Pol beta inh,ERG Ets-DNA blk
C=CCNc1nc(C(=O)OCC(=O)Nc2cccc(SC)c2)cs1,-18%,-24%,-7%,x,-6%,-1,13%,x,-7%
CCCN=C1N(C)C[C@@H]2[C@@H]3C(=O)N(Cc4ccccc4)C(=O)[C@@H]3[C@](CC)(C(=O)OC)N12,-13%,17%,-26%,x,-13%,-5,-9%,x,-3%
CCCCNC(=O)CCC(=O)NNc1nc2ccccc2c2nc(-c3ccccc3)nn12,6%&-8%,9%&0%,-34%&-9%,-11%&-5%,3%&-7%,-4&-12,1%,89µM*!,2%&-10%
Cc1c(Cl)cccc1-n1ncc(C(=O)N2CCN(C)CC2)c1C1CCN(C(=O)OC(C)(C)C)CC1,-22%,-26%,-15%,-9%,-3%,-1,x,-1%,-5%
Cc1cc(C)c(Cn2c(=O)n(CCCC(=O)NCc3ccc4c(c3)OCO4)c(=O)c3sccc32)c(C)c1,-17%,22%,-27%,-1%,-4%,-10,x,12%,-2%
COc1ccc(C(C)(C)C)cc1NC(=O)CSc1ncn[nH]1,-8%,0%,2%,x,5%,-5,30%,x,4%
Cn1c(CC(=O)Nc2ccccc2Cl)nnc1SCC(=O)Nc1nncs1,5%,14%,-6%,7%,-4%,-19,22%,31%,2%
COc1ccc(Nc2ccc3cc(S(=O)(=O)N4CCCC4)ccc3n2)cc1OC,-22%,8%,u,74%[activator],-21%,6,x,-14%,-6%
CCC(=O)Nc1nnc(-c2ccccn2)o1,-10%,-22%,-10%,3%,-10%,0,-3%,19%[57.1 µM],0%
CCOC(=O)c1sc(NC(=S)NC(=O)c2ccc(OC)cc2)nc1C,-14%,-10%,-14%,3%,-8%,-5,18%,23%,-22%
CN(Cc1nccs1)C(=O)c1ccc(OC2CCN(CCc3ccccc3)CC2)cc1,-16%,7%,81%[activator],-15%,-18%,-7,-5%,5%,3%
CC(=O)Oc1ccc(C(=O)Nc2ccc(C3(C#N)CCCC3)cc2)cc1,u,-20%,0%,-6%,-33%,0,9%,13µM*,-16%
CC1=C(C(=O)OC(C)C)C(c2ccc(N(C)C)cc2)C2=C(CC(C)(C)CC2=O)N1 (centres undefined),-13%,21%,-3%,3%,-12%,8,20%,11%,-1%
O=C(N/N=C/c1ccc(OCC(=O)N2CCCCC2)cc1)c1ccccc1O,-4%,21%,-22%,-12%,-6%,3,6%,-1%,-10%
Brc1ccccc1OCCCN1CCOCC1,-7%,36%,u,6%,1%,-15,3%,-7%,-5%
CCCN1CCN(C(=S)Nc2ccc3nc(N4CCN(CC)CC4)cc(C)c3c2)CC1,-22%,-49%,-2%,5%,-5%,-10,-8%,-12%,-2%
O=C(NC(=S)Nc1ccc(CN2CCOCC2)cc1)c1ccccc1[N+](=O)[O-],-15%,-11%,-22%,-7%,-4%[60.1 µM],-2,1%,24%,7%
Cc1cccc(C)c1NC(=O)CNC(=O)c1c(C)nn(-c2ccccc2)c1C,4%,13%,8%,x,-4%,-13,9%,x,-1%
N#Cc1c(-c2ccccc2)nc(SCc2nc(N)nc(N3CCCCC3)n2)[nH]c1=O,-3%,-39%[11.4 µM],u,-2%,-1%,-6,-4%,-18%,-9%
CCOc1cc(-c2cc(-c3ccc(OC)cc3)nc(N)c2C#N)ccc1O,-6%,-17%,-69%,197%[activator],-3%,-8,-1%,30%,-3%
CCCS(=O)(=O)N1CCN(C(=O)c2cccnc2)CC1,-9%,-4%,-6%,6%,2%,-4,12%,25%,-5%
